Mot1-301 SUMO: blocks SUMOylation pathway, rescuing yeast Mot1-301 growth; S. cerevisiae Mot1-301 growth rescue, ATP luminescence, 38.5C; percent above DMSO median, 100 means doubled; growth rescue, % at 18.8 µM; 320,000 tested, 1% active;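 active = every valid replicate shows activation above 250% relative to neutral control wells; inactive = the rest, any valid replicate at or below 250%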;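 note: OY570 slx delta 5 strain wells were the positive control but not used for scaling; some compounds called inactive have numbers as strong as hits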
AddAB inh: less growth of phage-infected E. coli with AddAB. E. coli expressing H. pylori AddAB, absorbance growth. inhibition, % at 11.9 µM. 330,000 tested, 0.29% active; in the data active = inhibition above about 12%;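 note: 0% = vehicle wells of infected cells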
Ecoli viability: counter-screen for AddAB inhibitors: E. coli growth inhibition | E. coli V3065 growth, OD600 absorbance, 18 h | inhibition, % at 11.9 µM | 330,000 tested, 0.27% active;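 active = inhibition above the campaign's mean inhibition across all tested compounds plus 3 SD, cut at about 9.9% in these data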;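 note: uninfected addAB+ strain grown without phage in ampicillin broth; 0% = DMSO wells and 100% = ciprofloxacin 0.95 µg/ml wells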
PKA-R1A activ: PKA-R1A complex activation. P00514+P68181. PKA-R1A dissociation, Cy5-IP20 fluorescence polarization; scaled: DMSO 0%, 113 µM cGMP 100%. activation, % at 11.4 µM. 340,000 tested, 0.083% active. AID 504707;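 active = percent activation above the mean of all tested compounds plus 3 SD, cut at about 19% in these data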;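 note: higher means more PKAc released from R1A so a rise in polarization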
Pemphigus Ab inh: blocks pemphigus antibody binding to human desmoglein-3; DSG3-coupled beads, scFv-anti-DSG3-GFP binding, flow cytometry; active compounds read low; binding (percent of control), % at 10 µM; 310,000 tested, 0.48% active; AID 588358;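 active = binding more than 3 SD below its plate's average and above zero; inconclusive = below that plate limit but binding exactly zero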;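 note: hits lower antibody fragment binding to DSG3; some compounds called inactive have numbers as strong as hits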
OPRM1-OPRD1 ag: OPRM1-OPRD1 heterodimerization agonism; cells, luminescence; activation, % at 9.3 µM; 340,000 tested, 0.3% active; AID 504326; in the data active = activation above about 18%;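 note: 0% = vehicle-treated cells and 100% = reference agonist; values of inactives mirror those of a sister screen read the other way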
Target sequence (P35372 whole entry, looked up): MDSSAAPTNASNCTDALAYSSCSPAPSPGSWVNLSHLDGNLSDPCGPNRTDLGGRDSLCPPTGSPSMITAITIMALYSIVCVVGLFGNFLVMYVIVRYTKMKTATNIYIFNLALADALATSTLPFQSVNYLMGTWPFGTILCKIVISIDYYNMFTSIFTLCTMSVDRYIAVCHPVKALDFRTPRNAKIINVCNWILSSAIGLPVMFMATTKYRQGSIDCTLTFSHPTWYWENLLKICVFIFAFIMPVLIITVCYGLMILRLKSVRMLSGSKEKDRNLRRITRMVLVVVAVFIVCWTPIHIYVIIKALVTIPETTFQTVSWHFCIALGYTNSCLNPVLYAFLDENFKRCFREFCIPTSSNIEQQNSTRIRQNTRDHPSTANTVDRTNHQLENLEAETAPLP
Target sequence (P41143 whole entry, looked up): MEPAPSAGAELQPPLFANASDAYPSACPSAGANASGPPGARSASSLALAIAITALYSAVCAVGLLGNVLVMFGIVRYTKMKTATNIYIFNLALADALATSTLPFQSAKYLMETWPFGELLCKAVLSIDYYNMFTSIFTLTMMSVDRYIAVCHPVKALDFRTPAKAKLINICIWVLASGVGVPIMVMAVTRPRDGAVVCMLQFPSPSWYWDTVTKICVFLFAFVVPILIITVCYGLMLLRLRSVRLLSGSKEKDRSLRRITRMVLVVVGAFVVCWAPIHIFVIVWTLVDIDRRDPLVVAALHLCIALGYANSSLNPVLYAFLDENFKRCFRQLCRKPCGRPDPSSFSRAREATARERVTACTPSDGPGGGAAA
Tat export inh: blocks Tat-dependent protein export in E. coli; E. coli MC4100 TorA-mCherry Tat export, fluorescence; inhibition, % at 10 µM; 340,000 tested, 0.036% active; AID 488895;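 active = mean replicate inhibition at least 50% and at least half of replicates individually reaching 50%; inconclusive = only one of the two criteria met; inactive = neither criterion met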;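 note: exported cargo escapes ClpAP degradation while cytoplasmic cargo is degraded and loses fluorescence; 0% = median of neutral control wells and 100% = median of NaSCN control wells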
phage Ecoli inh: E. coli growth loss with phage present | growth absorbance | inhibition, % at 11.9 µM | 360,000 tested, 0.26% active | AID 651602; in the data active = inhibition above about 11%
OPRM1-OPRD1 inv: mu-delta opioid heterodimer inverse agonism | AID 504357 | P35372+P41143 | 340,000 tested, 0.21% active | cell-based MOR-DOR heterodimer luminescence | inhibition, % at 9.3 µM; in the data active = inhibition above about 22%, passing the limit was not always enough;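 note: 0% = cells with DMSO and 100% = wells without cells with DMSO; values of inactives mirror those of a sister screen read the other way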
Arrestin-AP2 inh: human beta-arrestin and AP2 interaction inhibition; FITC-arrestin peptide / GST-AP2 beads, flow cytometry; AP2 beta2 appendage carries R879A mutation; inhibition, % at 10 µM; 340,000 tested, 0.31% active; AID 504490;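 active = inhibition above a set limit, near 3 SD of compounds lacking own fluorescence, cut at about 54% in these data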;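 note: plate controls were DMSO wells for no effect and 5 µM unlabelled arrestin peptide for full effect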
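System: GST-tagged AP2 beta2-adaptin appendage (R879A) on 4 µm glutathione beads / Reagent: FITC-arrestin peptide, 50 nM / Detection: HyperCyt-sampled flow cytometry, FL1 channel, ex 488/em 535 nm / Timing: 12 min plus 1 h, RT / Buffer or medium: PBS plus Tween 20 (0.05%) and BSA (0.1%)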
PfHsp90 set2: growth inhibition of yeast expressing Plasmodium Hsp90; AID 504621; S. cerevisiae expressing PfHsp90, BacTiter-Glo ATP, 48 h; yeast lacking PDR1 and PDR3 efflux regulators; inhibition, % at 9.4 µM; 310,000 tested, 0.32% active;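 active = every replicate shows inhibition above about 80%, whatever the replicate mean, limit read from the data; inconclusive = mean inhibition reaches the set limit but some replicate falls short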;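 note: 0% = DMSO neutral controls and 100% = 20 µM radicicol positive controls; yeast relying on Plasmodium falciparum Hsp90 in place of its own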
Starred values were filed as active, the others as inactive. Rows are unselected; 2.8% or so of the library scored in one or more.

Screening O=C1C=CC2C(c3ccc4c(c3)OCO4)CC1N2Cc1ccccc1 (centres undefined) returned Mot1-301 SUMO 12, AddAB inh 2.3, Ecoli viability 1.5, PKA-R1A activ 0, Pemphigus Ab inh 103, OPRM1-OPRD1 ag -0.9, Tat export inh -8, phage Ecoli inh 0.7, OPRM1-OPRD1 inv 5, Arrestin-AP2 inh 5 and PfHsp90 set2 -8.
CCCCn1c(SCC(=O)Nc2cc(NC(=O)c3ccco3)ccc2C)nc2ccccc2c1=O was read as Mot1-301 SUMO 10, AddAB inh -0.1, Ecoli viability -2.4, PKA-R1A activ -1, OPRM1-OPRD1 ag -3.3, Tat export inh 3, phage Ecoli inh -0.2, OPRM1-OPRD1 inv 17, Arrestin-AP2 inh 9 and PfHsp90 set2 -25.
Screening Cc1ccccc1OCC(=O)Nc1nc(C)c(C(=O)N(C)C)s1 returned Mot1-301 SUMO 457, AddAB inh 1.5, Ecoli viability 1.0, PKA-R1A activ 1, Pemphigus Ab inh 103, OPRM1-OPRD1 ag -3.0, Tat export inh -11, phage Ecoli inh 1.6, OPRM1-OPRD1 inv 16 and Arrestin-AP2 inh -3.
Screening COc1ccc(N(CC(=O)Nc2cc(Cl)ccc2OC)C2=NC3CS(=O)(=O)CC3S2)cc1 (centres undefined) returned Mot1-301 SUMO -7, AddAB inh -4.2, Ecoli viability -0.8, PKA-R1A activ -1, Pemphigus Ab inh 98, OPRM1-OPRD1 ag -1.5, Tat export inh 9, phage Ecoli inh 1.2, OPRM1-OPRD1 inv 9, Arrestin-AP2 inh 0 and PfHsp90 set2 -17.
`Oc1ccc(/C=N/Nc2nn3cnnc3c3ccccc23)cc1` gave Mot1-301 SUMO -11, AddAB inh -1.0, Ecoli viability -1.1, PKA-R1A activ 11, Pemphigus Ab inh 100, OPRM1-OPRD1 ag 1.2, Tat export inh 5, phage Ecoli inh 1.1, OPRM1-OPRD1 inv -6, Arrestin-AP2 inh 11 and PfHsp90 set2 4.
`O=C(Nc1nccs1)c1ncc(Cl)c(Cl)c1Cl` gave Mot1-301 SUMO -1, AddAB inh -5.3, Ecoli viability -5.5, PKA-R1A activ 2, Pemphigus Ab inh 111, OPRM1-OPRD1 ag -1.0, Tat export inh 9, phage Ecoli inh -3.0, OPRM1-OPRD1 inv 5, Arrestin-AP2 inh 3 and PfHsp90 set2 -47.
OCC[C@H]1C[C@H](O)[C@@H](O)[C@]2(CCc3ccccc3CO2)O1 was read as Mot1-301 SUMO 11, AddAB inh 4.9, Ecoli viability -1.5, PKA-R1A activ 5, OPRM1-OPRD1 ag -2.9, Tat export inh -11, phage Ecoli inh 4.7, OPRM1-OPRD1 inv 16, Arrestin-AP2 inh 6 and PfHsp90 set2 -9.
For CCCOc1cc(C)c(S(=O)(=O)N2CCN(C)CC2)cc1C the results were Mot1-301 SUMO 12, AddAB inh 3.1, Ecoli viability -0.5, PKA-R1A activ -1, Pemphigus Ab inh 114, OPRM1-OPRD1 ag -3.3, Tat export inh inconclusive, phage Ecoli inh 0.1, OPRM1-OPRD1 inv 14, Arrestin-AP2 inh -6 and PfHsp90 set2 -11.
Screening CCOC(=O)C(=Cc1c[nH]c2ccc(S(=O)(=O)N(C)C)cc12)C(=O)OCC returned Mot1-301 SUMO -2, AddAB inh 0.2, Ecoli viability -0.6, PKA-R1A activ -2, Pemphigus Ab inh 92, OPRM1-OPRD1 ag 3.9, Tat export inh 22, phage Ecoli inh 0.3, OPRM1-OPRD1 inv -20, Arrestin-AP2 inh 0 and PfHsp90 set2 6.
`CCCCN(C(=O)c1c(CC)noc1C)c1c(N)n(CCCC)c(=O)[nH]c1=O` gave Mot1-301 SUMO 321, AddAB inh 1.7, Ecoli viability 2.5, PKA-R1A activ -7, Pemphigus Ab inh 97, OPRM1-OPRD1 ag -0.5, Tat export inh 0, phage Ecoli inh 1.4, OPRM1-OPRD1 inv 3, Arrestin-AP2 inh 10 and PfHsp90 set2 -4.
Screening CCOc1cc(C2NN=C(c3ccccc3)S2)ccc1OCc1ccccc1Cl (centres undefined) returned Mot1-301 SUMO 16, AddAB inh -0.1, Ecoli viability 0.0, PKA-R1A activ -10, Pemphigus Ab inh 107, OPRM1-OPRD1 ag -0.2, Tat export inh -5, phage Ecoli inh -1.7, OPRM1-OPRD1 inv 1, Arrestin-AP2 inh 3 and PfHsp90 set2 66.
Screening O=C(CNC(=O)c1ccccc1F)N/N=C/c1cccs1 returned Mot1-301 SUMO -15, AddAB inh -0.3, Ecoli viability -0.3, PKA-R1A activ -3, Pemphigus Ab inh 105, OPRM1-OPRD1 ag -3.5, Tat export inh 3, phage Ecoli inh 0.6, OPRM1-OPRD1 inv 17, Arrestin-AP2 inh 19 and PfHsp90 set2 -14.
`CC(=O)N1c2ccc(S(=O)(=O)N3CCC(C(=O)Nc4cccc(C)n4)CC3)cc2CC1C` (centres undefined) gave Mot1-301 SUMO -11, AddAB inh 2.0, Ecoli viability 0.1, PKA-R1A activ -5, Pemphigus Ab inh 99, OPRM1-OPRD1 ag 0.7, Tat export inh 0, phage Ecoli inh 1.7, OPRM1-OPRD1 inv -3, Arrestin-AP2 inh 17 and PfHsp90 set2 -5.
Cc1ccc(-n2nc3c(=O)n(CCCC(=O)NCc4ccccc4F)nc(C)c3c2C)cc1 was read as Mot1-301 SUMO -12, AddAB inh 2.7, Ecoli viability 1.6, PKA-R1A activ 0, OPRM1-OPRD1 ag -3.4, Tat export inh -1, phage Ecoli inh 0.2, OPRM1-OPRD1 inv 18, Arrestin-AP2 inh 2 and PfHsp90 set2 -22.
CCc1ccc(N(C(=O)CNC(=O)c2ccco2)C(C(=O)NCC2CCCO2)c2ccccc2)cc1 (centres undefined) was read as Mot1-301 SUMO -12, AddAB inh 2.5, Ecoli viability 0.8, PKA-R1A activ -4, Pemphigus Ab inh 105, OPRM1-OPRD1 ag -2.4, Tat export inh -5, phage Ecoli inh 2.5, OPRM1-OPRD1 inv 11, Arrestin-AP2 inh 25 and PfHsp90 set2 14.
`O=C(NC(Cc1ccccc1)C(=O)O)/C(=C/c1ccc(Br)cc1)NC(=O)c1ccc(Br)o1` (centres undefined) gave Mot1-301 SUMO 5, AddAB inh 0.9, Ecoli viability 1.8, PKA-R1A activ 2, Pemphigus Ab inh 106, OPRM1-OPRD1 ag -3.2, Tat export inh -2, phage Ecoli inh 1.1, OPRM1-OPRD1 inv 22, Arrestin-AP2 inh -5 and PfHsp90 set2 5.
N#Cc1cc([N+](=O)[O-])ccc1Oc1cccc(/C=N/NC(=O)c2cccc(Cl)c2)c1 was read as Mot1-301 SUMO -3, AddAB inh 1.7, Ecoli viability -0.8, PKA-R1A activ 0, Pemphigus Ab inh 96, OPRM1-OPRD1 ag 5.7, Tat export inh -3, OPRM1-OPRD1 inv -34, Arrestin-AP2 inh 11 and PfHsp90 set2 3.
For CCOC(=O)c1cc(OC(=O)c2cccc([N+](=O)[O-])c2)n(-c2ccccc2)n1 the results were Mot1-301 SUMO 0, AddAB inh 1.6, Ecoli viability 2.6, PKA-R1A activ -15, Pemphigus Ab inh 95, OPRM1-OPRD1 ag 0.3, Tat export inh -11, phage Ecoli inh 0.2, OPRM1-OPRD1 inv -1, Arrestin-AP2 inh 2 and PfHsp90 set2 -14.
COc1ccc(N/N=C(\C#N)C(=N)N2CCOCC2)cc1 was read as Mot1-301 SUMO 257, AddAB inh 1.4, Ecoli viability 3.4, PKA-R1A activ 5, Pemphigus Ab inh 101, OPRM1-OPRD1 ag -1.9, Tat export inh 6, phage Ecoli inh 1.7, OPRM1-OPRD1 inv 10, Arrestin-AP2 inh 10 and PfHsp90 set2 10.
Screening NC1=NC[C@H](Cc2ccccc2)N1CCCCC1CCCCC1 returned Mot1-301 SUMO -29, AddAB inh 3.1, Ecoli viability 4.0, PKA-R1A activ -10, Pemphigus Ab inh 109, OPRM1-OPRD1 ag -1.9, Tat export inh 3, phage Ecoli inh 4.9, OPRM1-OPRD1 inv 10, Arrestin-AP2 inh -6 and PfHsp90 set2 1.
`O=C(COc1ccccc1F)NNC(=O)Cn1c(=O)cnc2ccccc21` gave Mot1-301 SUMO -5, AddAB inh 0.6, Ecoli viability 0.6, PKA-R1A activ -1, Pemphigus Ab inh 102, OPRM1-OPRD1 ag -0.5, Tat export inh -4, phage Ecoli inh 1.1, OPRM1-OPRD1 inv 2, Arrestin-AP2 inh 18 and PfHsp90 set2 -22.
For Nc1c(Cl)ncnc1NCc1ccccc1 the results were Mot1-301 SUMO 9, AddAB inh 3.7, Ecoli viability 0.9, PKA-R1A activ -3, Pemphigus Ab inh 94, OPRM1-OPRD1 ag -1.2, Tat export inh -9, phage Ecoli inh -2.6, OPRM1-OPRD1 inv 6, Arrestin-AP2 inh -6 and PfHsp90 set2 1.
COc1ccc(-n2nc(C(=O)NCC(=O)NC(C)C)c3ccccc3c2=O)cc1Cl was read as Mot1-301 SUMO 7, AddAB inh 3.0, Ecoli viability 1.2, PKA-R1A activ 6, Pemphigus Ab inh 99, OPRM1-OPRD1 ag -2.5, Tat export inh -12, phage Ecoli inh 0.2, OPRM1-OPRD1 inv 14, Arrestin-AP2 inh 32 and PfHsp90 set2 15.
`Cc1sc2ncnc(SCC(=O)N3CCC(c4noc5ccc(F)cc45)CC3)c2c1C` gave Mot1-301 SUMO -27, AddAB inh -1.7, Ecoli viability -1.6, PKA-R1A activ -5, Pemphigus Ab inh 99, OPRM1-OPRD1 ag -1.6, Tat export inh 5, phage Ecoli inh 3.5, OPRM1-OPRD1 inv 9, Arrestin-AP2 inh -4 and PfHsp90 set2 6.
Screening Cc1nn(Cc2ccc(Cl)cc2)c(C)c1NC(=O)c1cc(C(C)C)on1 returned Mot1-301 SUMO 21, AddAB inh 1.3, Ecoli viability -0.9, PKA-R1A activ 1, Pemphigus Ab inh 108, OPRM1-OPRD1 ag 1.1, Tat export inh 2, phage Ecoli inh 2.7, OPRM1-OPRD1 inv -7, Arrestin-AP2 inh 22 and PfHsp90 set2 5.
For CC(C)CCNc1ncnc2c1nnn2Cc1ccccc1Cl the results were Mot1-301 SUMO 193, AddAB inh 2.7, Ecoli viability -1.1, PKA-R1A activ 3, Pemphigus Ab inh 84*, OPRM1-OPRD1 ag 7.6, Tat export inh -1, phage Ecoli inh 0.5, OPRM1-OPRD1 inv -41, Arrestin-AP2 inh 3 and PfHsp90 set2 2.

Screening results deposited in PubChem BioAssay by several laboratories.
